G6PDH counter: inhibits Leuconostoc G6PDH, flagging false hits in G6PDH-based assays; Purified L. mesenteroides G6PDH, diaphorase/resazurin coupled fluorescence, 45 min; inhibition, % at 5 µM; 200,000 tested, 0.12% active; AID 1020; in the data active means inhibition above about 50%
APP transl inh: APP translation inhibition; 190,000 tested, 0.82% active; SH-SY5Y APP 5'UTR-luciferase reporter, luminescence; inhibition, % at 2 µM;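 active means inhibition above a set limit, derived from the sample mean plus 3 SD, cut at about 45% in these data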; further: values of inactives mirror those of a sister screen read the other way
Redox H2O2 prof: compounds producing H2O2 with reducing agent – biochemical, NIH compound library profiling, artefact control for MLSCN library redox annotation, primary screen. 200,000 tested, 0.03% active. activation, % at 10 µM. DTT-dependent redox cycling H2O2, phenol red/HRP absorbance; 100% = 100 µM peroxide control, 0% = buffer. AID 878;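 active means activation of at least 50% relative to the plate's high and low controls in the primary single-dose screen; inactive means activation below 50%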;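 further: compound incubated with DTT at 0.8 mM final as the reducing agent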
FLuc inhib CS: inhibits firefly luciferase, flagging false hits in luciferase inhibition screens; P08659; ATPLite firefly luciferase biochemical luminescence, 10 min; inhibition, % at 10 µM; 200,000 tested, 1.5% active;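 active means inhibition above about 50% when tested at 10 µM, limit read from the data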
Target sequence (P08659 whole entry, looked up): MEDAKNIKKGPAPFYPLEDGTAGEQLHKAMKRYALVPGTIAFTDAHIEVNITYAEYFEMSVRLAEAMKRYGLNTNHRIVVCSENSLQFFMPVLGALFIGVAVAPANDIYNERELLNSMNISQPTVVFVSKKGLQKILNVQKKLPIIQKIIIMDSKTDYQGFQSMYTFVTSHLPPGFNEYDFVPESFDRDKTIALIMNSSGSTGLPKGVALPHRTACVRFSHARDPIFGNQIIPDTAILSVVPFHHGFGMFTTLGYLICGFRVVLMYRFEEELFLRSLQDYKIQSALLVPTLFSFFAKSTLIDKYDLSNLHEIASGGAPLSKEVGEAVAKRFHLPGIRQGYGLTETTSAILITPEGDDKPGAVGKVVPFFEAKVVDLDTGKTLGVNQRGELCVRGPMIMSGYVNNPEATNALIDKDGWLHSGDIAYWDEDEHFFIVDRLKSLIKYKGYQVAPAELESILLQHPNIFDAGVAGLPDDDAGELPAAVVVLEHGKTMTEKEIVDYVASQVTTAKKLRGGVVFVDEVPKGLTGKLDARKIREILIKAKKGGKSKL
APP 5'UTR act: activates APP 5'UTR luciferase reporter. SH-SY5Y APP 5'UTR luciferase reporter, luminescence; zero percent = DMSO vehicle wells. activation, % at 2 µM. 190,000 tested, 1% active. AID 1276;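 active means activation above a set limit, based on mean plus 3 SD of controls, cut at about 140% in these data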; further: values of inactives mirror those of a sister screen read the other way
FLuc stim CS: firefly luciferase counter-screen for stimulation assays | 200,000 tested, under 10 active | activation factor at 10 µM | ATPlite luciferase biochemical, luminescence, 10 min; 0 = ATP-free wells, 1 = DMSO control | P08659;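 active means luciferase activation factor, scaled between plate controls, of at least 2 with compound at 10 µM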
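Material: Luciferase/luciferin reagent mix | Doses: Test compounds dosed from 2 mM stocks in 100% DMSO | Timing: 10 min incubation after luciferase reagent addition, room temperature | Measured by: Luminescence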
Efa HMGR inh: E. faecalis class II HMG-CoA reductase inhibition; 190,000 tested, 0.41% active; inhibition, % at 10 µM; purified E. faecalis HMGR, NADPH absorbance 340 nm kinetic;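 active means inhibition above a set limit, the median over all tested compounds plus 3 SD, cut at about 9.5% in these data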;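 further: enzyme runs in reverse so mevalonate oxidation gives rising NADPH absorbance; 0% = complete reaction with DMSO and 100% = background rate lacking mevalonate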
Hsp70 act: transcriptional activators of Hsp70; HeLa Hsp70 promoter luciferase reporter, luminescence; scaled: vehicle 0, proteasome-inhibitor control 100%; activation, % at 10 µM; 200,000 tested, 0.04% active; AID 1203;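 active means activation above the mean across all tested compounds plus 3 SD, cutoff set per campaign, cut at about 5.5% in these data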;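 further: 100% = MG132 at 30 µM as the positive control and 0% = DMSO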
NF-kB neuron act: compounds increasing NF-kB expression in human neuronal cells. NF-kB reporter expression; stronger effect = higher value. fold change at 12.5 µM. 190,000 tested, 1.6% active. AID 1239; in the data active means fold change above about 3.3
STAT1 activator: STAT1 signaling activation; 200,000 tested, 2.6% active; activation (% of control), % at 5.5 µM; AID 932; NIH 3T3 STAT1-luciferase reporter, IFN-gamma, luminescence; 100% = IFN-gamma alone, no compound;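 active means activation above the screen-wide mean activation plus 3 SD, cut at about 130% in these data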;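 further: raw ratio to IFN-gamma control signal so 100% means no change and 0% no light; values of inactives mirror those of a sister screen read the other way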
* hit, by the source's call; · = no result given. Rows are unselected; about 5.3% have a hit in one of these screens.

SMILES | G6PDH counter | APP transl inh | Redox H2O2 prof | FLuc inhib CS | APP 5'UTR act | FLuc stim CS | Efa HMGR inh | Hsp70 act | NF-kB neuron act | STAT1 activator
CNC(=O)CN1C(=O)c2cccc3cccc1c23 | 6.2 | 11.9 | 0.0 | -4.5 | -11.9 | 1 | 2.1 | -0.4 | 0.85 | 100.1
CC(=O)OCC(=O)Nc1ccc(Cl)cc1Cl | -0.6 | -3.9 | -0.7 | -5.9 | 3.9 | 1.1 | -4.2 | -0.5 | 1.03 | 102.2
Cc1ccccc1NC(=S)NCCSc1ccc(Cl)cc1 | 9.5 | -16.7 | -0.8 | -4.2 | 16.7 | 1 | 1.9 | -0.1 | 1.31 | 96.8
CN(C)c1ccnc(-n2cccc2/C=N/O)c1C#N | 10.9 | -9.9 | -0.7 | -4.0 | 9.9 | 1 | 0.3 | -0.3 | 1.09 | 103.2
CC1CCCCN1Cc1ccc(-c2nn[nH]n2)cc1 (configuration not stated) | -11.3 | -1.8 | -0.9 | -7.1 | 1.8 | 1.1 | -0.3 | -0.3 | 1.21 | 89.7
COc1cc(CCC(=O)OCC(N)=O)cc(OC)c1OC | 10.1 | -25.7 | -1.7 | -5.6 | 25.7 | 1.1 | -4.2 | -0.2 | 1.3 | 99.7
O=C(CSc1nnc(-c2cccc(S(=O)(=O)N3CCOCC3)c2)n1C1CCCCCC1)NCc1ccccc1 | 8.4 | -1.8 | -5.4 | -4.5 | 1.8 | 1 | -3.8 | -0.5 | 1 | 92.4
CSc1ccc(S(=O)(=O)NCCSc2ccccn2)cc1 | -0.2 | 6.4 | -10.1 | -7.1 | -6.4 | 1.1 | 0.6 | -0.4 | 1 | 98.8
CCOC(=O)N1CCN(c2cc(=O)n(-c3ccc(C)cc3)c(=O)[nH]2)CC1 | -2.2 | -8.2 | -2.0 | -5.5 | 8.2 | 1.1 | -0.7 | -0.1 | 1.19 | 102.2
Cc1cc(NS(=O)(=O)c2ccc(Nc3nc(-c4sc(C)nc4C)cs3)cc2)no1 | 6.3 | -9.1 | 1.4 | -4.4 | 9.1 | 1 | -2.7 | 0.2 | 1.02 | 100.9
CC(=O)c1cc(-c2ccccc2)n(CC(=O)N2CCCC2)c1C | 1.8 | -1.9 | 0.1 | -2.6 | 1.9 | 1 | -4.7 | 0.0 | 1.66 | 107.9
CCOC(=O)/C(C#N)=C/c1c[nH]c2ccccc12 | 9.4 | -14.1 | -0.1 | 6.5 | 14.1 | 0.9 | -1.3 | 0.1 | 2.75 | 118.3
COc1ccc(CC(=O)Nc2oc(-c3ccccc3)c(-c3ccccc3)c2C#N)cc1OC | 4.8 | -4.5 | 2.5 | -0.7 | 4.5 | 1 | 0.6 | -0.3 | 1.03 | 95.8
Cc1ccc(/C=C2\OC(=O)c3ccccc32)cc1 | 2.8 | -106.5 | -5.1 | 38.2 | 106.5 | 0.6 | -1.5 | -0.1 | 5.71* | 145.5*
O=C(Nc1cccc2ccccc12)c1ccc(Br)o1 | 16.0 | -4.5 | 1.6 | -2.7 | 4.5 | 1 | -1.4 | 0.2 | 0.98 | 107.8
COc1ccccc1N1CCN(C(=O)c2cc3cc(Br)ccc3oc2=O)CC1 | 7.7 | -15.1 | -2.6 | -7.8 | 15.1 | 1.1 | -2.1 | -0.3 | 1.07 | 104.2
CCOC(=O)N1CCC(NC(=O)c2ccc(CNS(=O)(=O)c3ccc(F)cc3)cc2)CC1 | -5.4 | 3.9 | 0.3 | 0.1 | -3.9 | 1 | -7.9 | -0.1 | 1.07 | 93.1
Cc1cc(C)nc(NS(=O)(=O)c2ccc(N3C(=O)C4CC=C(Cl)CC4C3=O)cc2)n1 (configuration not stated) | 3.0 | -0.7 | -2.5 | -0.9 | 0.7 | 1 | 2.8 | -0.2 | 1.2 | 104.8
NNC(=O)/C(=C\c1ccc(Br)cc1)NC(=O)c1cccs1 | 3.2 | 12.2 | -0.3 | -3.2 | -12.2 | 1 | -2.1 | -0.3 | 1.38 | 95.9
COc1ccc(C2=NNC(c3ccco3)=Nc3ccc(F)cc32)cc1 | 2.4 | 24.8 | 0.5 | 0.7 | -24.8 | 1 | -0.9 | 0.1 | 0.93 | 95.7
CCOC(=O)c1ccccc1NC(=O)CC1SC(=NC)N(C)C1=O (configuration not stated) | 9.7 | 3.2 | -0.7 | 0.2 | -3.2 | 1 | -2.6 | -0.2 | 1.06 | 93.4
O=C(OCc1cc2ccccc2[nH]c1=O)C1CCCCC1 | 11.8 | 6.5 | -0.1 | -9.5 | -6.5 | 1.1 | -3.6 | 0.5 | 0.96 | 93.9
COC(=O)c1ccc(NC(=O)C(=O)N2CCN(C(=S)NCCc3ccccc3)CC2)cc1 | -18.4 | -13.7 | -0.2 | -7.8 | 13.7 | 1.1 | 1.0 | -0.4 | 0.94 | 102.6
CSc1ccc(CN2CCC(CO)(Cc3ccc(Cl)cc3)CC2)cc1 | 13.8 | -10.4 | -1.7 | -2.1 | 10.4 | 1 | -3.2 | -0.3 | 0.63 | 119.9
CCN(Cc1ccccc1)C(=O)/C=C/c1ccccc1[N+](=O)[O-] | 4.5 | -19.7 | -1.6 | -7.9 | 19.7 | 1.1 | 0.9 | -0.1 | 1 | 98.8
CCOC(=O)c1ccc(NC(=S)N(CCCN2CCCCC2)Cc2ccco2)cc1 | -4.2 | -4.5 | -0.7 | -10.2 | 4.5 | 1.1 | 0.9 | -0.2 | 0.94 | 102.1
Cc1cc(C)nc(NS(=O)(=O)c2ccc(N3C(=O)c4ccccc4C3=O)cc2)n1 | -15.8 | · | -0.7 | -3.4 | · | 1 | -0.6 | -0.3 | 1.21 | 95.5
COc1cccc(-n2nnc3c(=O)n(CC(=O)N4CCCc5ccccc54)cnc32)c1 | 1.9 | -1.0 | 1.4 | -1.8 | 1.0 | 1 | -7.3 | 0.2 | 1.22 | 104.0
O=C(c1cccs1)N1CCN(Cc2ccccc2)CC1 | 7.2 | -6.0 | -0.7 | -6.9 | 6.0 | 1.1 | -2.6 | 0.0 | 0.96 | 93.2
CCN(CC)c1ccc(NC(=O)CSc2nnc(N)s2)cc1C | 6.1 | -4.9 | -2.4 | -3.1 | 4.9 | 1 | -3.0 | 0.1 | 0.94 | 99.3
CCC(C)CCCCNC1=NCCS1 (configuration not stated) | 17.7 | -13.9 | -2.2 | -0.9 | 13.9 | 1 | -11.2 | -0.2 | 1.09 | 96.3
COc1cc(OC)c(C(=O)Nc2ccc(N(C)C)cc2)cc1OC | -3.6 | -14.7 | -0.8 | 28.5 | 14.7 | 0.7 | 2.5 | 0.2 | 0.71 | 120.1
Cc1ccc(-c2cn3cccnc3n2)cc1NC(=O)c1cccs1 | -4.6 | -14.1 | -0.2 | 2.0 | 14.1 | 1 | 2.1 | -0.3 | 1.22 | 94.5
O=C(CN1CCC(NC(=O)c2ccco2)CC1)Nc1cccc2ccccc12 | 5.6 | -20.0 | -1.2 | -6.4 | 20.0 | 1.1 | 2.1 | -0.2 | 0.86 | 96.2
CC1CCN(C(=O)C(C)c2ccc([N+](=O)[O-])cc2)CC1 (configuration not stated) | 9.8 | -16.7 | 0.3 | -6.0 | 16.7 | 1.1 | 1.3 | -0.1 | 0.98 | 102.4
CCCOP(=O)(OCCC)C(Nc1ccc(C(C)C)cc1)c1ccc([N+](=O)[O-])cc1 (configuration not stated) | 6.4 | 2.6 | 0.2 | 1.7 | -2.6 | 1 | -5.7 | -0.4 | 0.58 | 95.5
CC(COc1cccc2ccccc12)CN1CCN(C)CC1 (configuration not stated) | 5.7 | 7.2 | -0.4 | -5.1 | -7.2 | 1.1 | 1.3 | -0.4 | 1.08 | 100.4
O=C(Nc1ccccc1-c1nnn(CC(=O)N2CCCc3ccccc32)n1)c1ccc(Cl)cc1 | 2.6 | 7.0 | 0.9 | -1.5 | -7.0 | 1 | -2.6 | -0.2 | 0.8 | 96.7
Cc1ccc(N(CC(=O)NC2CCCCC2)C(=O)Cn2nnc(-c3ccc(C)o3)n2)cc1 | 8.6 | 15.7 | 0.3 | -8.3 | -15.7 | 1.1 | 1.5 | 0.0 | 0.99 | 97.8
CCC(C)NC(=O)NC1C(NC(=O)NC(C)CC)N(C)C(=O)N1C (configuration not stated) | -2.1 | -6.9 | -0.3 | -6.9 | 6.9 | 1.1 | 1.7 | -0.1 | 1.17 | 100.2
CC(=O)CSc1nnc(-c2ccncc2)n1C | 0.3 | 3.4 | 0.6 | -1.5 | -3.4 | 1 | -2.9 | -0.1 | 1.4 | 103.0
CC(C)C(=O)Nc1ccc2c(c1)oc1ccccc12 | 1.2 | -89.3 | -15.2 | 28.7 | 89.3 | 0.7 | 1.7 | 0.9 | 4.71* | 126.8
COc1ccc(Cl)cc1NC(=O)CSc1nncn1-c1cccnc1 | 4.1 | -9.9 | 0.4 | -4.1 | 9.9 | 1 | 0.3 | -0.3 | 0.83 | 99.5
CCOc1ccccc1C1NC(=O)NC(C)=C1C(=O)OC1CCCCC1 (configuration not stated) | -7.4 | -11.0 | -0.5 | -11.7 | 11.0 | 1.1 | -0.4 | -0.4 | 0.8 | 98.4

Screening results from PubChem.
